Assay outcomes: PubChem BioAssay, Broad Institute
F508del corr: correctors of CFTR F508del function in bronchial epithelial cells; CFBE cells, YFP halide quenching; stimulated with forskolin plus potentiator P3; % fluorescence drop versus neutral controls; activity (quench increase), % at 7.58 µM; 350,000 compounds, 0.36% hits; AID 720511;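 active = mean added fluorescence quench of at least 8% versus neutral control, with both replicates also reaching 8%; inconclusive = only one of the mean or replicate conditions met; inactive = mean below 8% and not both replicates reaching 8%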;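 also: cells transiently co-express mutant CFTR-F508del with the halide-sensitive YFP; corrector assay measuring rescue of mutant channel to the surface after 24 h compound exposure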
PAX8 inh HTS: lowers PAX8-driven luciferase in RMG-I cells; RMG-I TPO-luciferase reporter, SteadyGlo, 24 h; 360,000 compounds, 1.2% hits; inhibition, % at 12.6 µM; AID 652154;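 active = mean replicate inhibition at least 60% with every replicate also reaching 60%; inconclusive = only one of the two criteria is met; inactive = mean below 60% and not all replicates reaching 60%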;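 also: luciferase light reporting Pax8 driven TPO promoter activity; plate controls were median of neutral control wells for no effect and mitoxantrone controls for full effect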
DENV2 CPE: DENV2-induced cell death inhibition | DENV2-infected cells, cytopathic effect rescue, plate reader | CPE inhibition, % at 9.99 µM | 350,000 compounds, 1.7% hits | AID 651640; in the data active = CPE inhibition above about 20%, passing the limit was not always enough; inconclusive = no clear call, values can overlap the other calls; tested in BHK-21 cells;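 also: 0% = median of neutral control wells and 100% = median of positive control wells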
GSIS activator: primary screen for activators of insulin secretion dependent on glucose, INS-1E cells, GLuc reporter luminescence | INS-1E GLuc reporter insulin secretion, 2-3 h | activation, % at 16.6 µM | 370,000 compounds, 0.61% hits | AID 743287;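 active = lowest replicate activation of at least 40%, so every replicate reaches that level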;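 also: 0% = median of neutral control wells and 100% = median of IBMX positive control wells; some compounds called inactive have numbers as strong as hits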
miR122 inh: inhibitors of miR-122 in Huh7 cells | activation (reporter increase), % at 12.5 µM | Huh7 miR-122 Renilla luciferase sensor, 48 h; neutral wells = 0, positive control = 100 | 340,000 compounds, 0.3% hits;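 active = mean replicate activation score at least 90 and every replicate individually at or above 90; inconclusive = only one of the two criteria met; inactive = neither criterion met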;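 also: higher luciferase means less miR-122 activity so hits act as miR-122 inhibitors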
FN deposition inh: fibronectin deposition inhibition | AH1F fibroblasts, Alexa488-fibronectin deposition fluorescence, overnight | inhibition, % at 12.6 µM | 350,000 compounds, 0.086% hits | AID 743247;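 active = mean inhibition across replicates of 30% or more, regardless of how many single replicates reach that level; inconclusive = mean under 30% yet at least half of replicates reach 30%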;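 also: positive control wells lacked labelled fibronectin entirely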
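Schedule: 1 h cell adhesion before compound, then overnight fibronectin incubation; test system: AH1F fibroblast monolayer depositing Alexa488-labelled fibronectin into matrix; quantity: 10000 AH1F cells per well; probe or stimulus: fluorescent fibronectin at 24 nM final; signal: fluorescence, ex 485 nm, em 525 nm; evaluation: percent inhibition as loss of matrix-bound fibronectin fluorescence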
EWS-Fli block: blocks EWS/Fli oncoprotein-driven transcription; AID 651661; A673 NR0B1-luciferase reporter, viability-normalised; inhibition, % at 12.6 µM; 350,000 compounds, 0.67% hits;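 active = mean inhibition of at least 50% after viability correction, with every replicate also passing that limit; inconclusive = mean reaches 50% but only one of two replicates passes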;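 also: firefly luciferase signal divided by Alamar Blue viability fluorescence both relative to DMSO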
The depositor's hits bear a star; ? = inconclusive; · = no result given; [ ] = another dose, or the depositor's remark.

SMILES	F508del corr	PAX8 inh HTS	DENV2 CPE	GSIS activator	miR122 inh	FN deposition inh	EWS-Fli block
CC(=O)NC(C)(c1ccccc1)c1nc(-c2cccc(F)c2)cs1 (stereo not drawn)	-1.9	8	0	-13	-2	0	-4
CN(CCc1ccccc1)C(=O)c1ccc(NC(=O)Cc2ccc(NC(=O)C3CCN(C(=O)C4CC4)CC3)cc2)cc1	-1.9	4	16	1	·	3	7
C[C@@H]1CN([C@@H](C)CO)C(=O)c2cc(C#CC(C)(C)O)cnc2O[C@@H]1CN(C)C(=O)C1CC1	1.2	·	-5	21	9[16.7 µM]	·	-11
Cc1cc(C(=O)NCCC(C)C)c2ccccc2n1	0.5	-4	-2	13	-1	1	3
CN1C(=O)c2cc(NS(=O)(=O)c3cccc(F)c3)ccc2OC[C@H]2O[C@@H](CC(=O)O)CC[C@@H]21	-0.7	-46	71*	3	-4[16.7 µM]	-2	-11
COCC(=O)Nc1ccc2c(c1)[C@H]1C[C@@H](CC(=O)NCC3CC3)O[C@@H](CO)[C@H]1O2	2.5	·	-5	0	-4[16.7 µM]	4	-8
Nc1nnc(SCC(=O)N2CCN(c3ccccc3)CC2)n1-c1ccccc1	·	17	·	3	3	8	·
CC1CCC(NC(=O)Cn2c3c(c(-c4ccccc4Cl)cc2=O)CCC3)CC1 (stereo not drawn)	-3.3	6	-10	·	-4	-9	14
COc1ccc(-c2cnc(OC(C)(C)C)nc2OC(C)(C)C)cc1OC	·	9	·	·	-3	-4	·
CN1C(=O)c2cc(NC(=O)c3cccc(C(F)(F)F)c3)ccc2OC[C@@H]2O[C@@H](CC(=O)O)CC[C@H]21	·	0	-3	1	·	-10	-4
CCOC(=O)CC1(C)NC(C(=O)O)C(C)(C)S1 (stereo not drawn)	-0.3	-7	-2	-2	·	-3	-4
Cc1c(-c2ccccc2)n[nH]c1C(=O)N=Nc1c(O)[nH]c2ccccc12	-2.2	-33	-8	5	·	6	-52
CCOC(=O)NC(NCC(O)c1ccccc1)(C(F)(F)F)C(F)(F)F (stereo not drawn)	·	6	·	·	-12	-2	·
Cn1c(=O)c2c(ncn2CC(=O)NC[C@H]2O[C@@H](n3cnc4c(N)ncnc43)[C@H](O)[C@@H]2O)n(C)c1=O	-2.3	6	4	15	4	2	-6
CN(C)C(=O)c1ccc(-c2ccc([C@@H]3[C@H](CO)N4CCCCN(Cc5cccnc5)C[C@@H]34)cc2)cc1	1.2	-19	-4	-2	2[16.7 µM]	·	-20
Cc1ccc(-n2c(SCC(=O)NCc3ccco3)nc3c(sc4ccccc43)c2=O)cc1	0.8	3	-4	-16	15	3	-28
Cc1ccc(CNC(=O)COC(=O)c2cccnc2Cl)cc1	0.6	6	-2	·	3	3	-10
CCOc1ccc(NC(=O)CCC(=O)NNC(=O)Nc2cccc(Cl)c2)cc1	-0.7	8	-7	5	·	4	3
CCCN1CC(=O)N2C(c3cccc(OC)c3OC)c3[nH]c4ccccc4c3C[C@H]2C1=O (stereo partly drawn)	3.3	18	8	9	-1	9	-2
CC(=O)Nc1cc(NC(C)=O)cc(C(=O)OCC(=O)c2ccc3c(c2)OCO3)c1	-2.9	27	-11	-3	·	3	4
Nn1cc(-c2ccccc2)nc1SCC(=O)NCC1CCCO1 (stereo not drawn)	-1.6	-13	7	-13	·	2	-9
C#CC1(NC(=O)N(C)C)CCCCC1	-2.7	-4	-2	1	·	-17	8
CN(C)c1nc(OCCNC(=O)COc2ccc(Cl)cc2Cl)nc(N2CCOCC2)n1	·	-4	·	·	5	0	·
O=C1CCCc2[nH]c3cccc(/C(=C/c4ccccc4)c4ccccc4)c3c21	-0.1	2	-6	19	-2	4	6
Cc1cc(O)ccc1N/C=C(\C#N)c1nc2ccccc2o1	2.2	-12	·	21	22	-12	6
COc1cccc(CSc2nc3nc(C)cc(C)n3n2)c1	·	-10	-4	4	-17	-8	-32
COc1cc(-c2nnc(COC(=O)c3nn(CC(C)C)c(=O)c4ccccc34)o2)cc(OC)c1OC	-3.7	3	-2	-9	-2	-6	0
Cc1cc(=O)c2n(Cc3ccccc3Cl)nc[n+]2[nH]1	·	12	·	·	28	5	·
COc1ccc(NC(=O)N(C)C[C@H]2Oc3cc(-c4ccc(C)cc4)ccc3S(=O)(=O)N([C@@H](C)CO)C[C@H]2C)cc1	-0.2	·	-2	-52	-25[16.7 µM]	·	17
C[C@H]1CCCCO[C@@H](CN(C)CC2CCCCC2)[C@@H](C)CN([C@@H](C)CO)C(=O)c2cc(NS(=O)(=O)c3ccc(Cl)cc3)ccc2O1	-2.5	31	-21	-20	-14[16.7 µM]	·	4
NC(Cc1ccc(C(F)(F)F)cc1)c1csc(NC(=O)Nc2ccccc2Oc2ccccc2)n1 (stereo not drawn)	2.3	25	-3	6	-3	-3	23
CC=Cc1ccc2n(c1=O)C[C@H]1[C@H](CO)[C@@H](C(=O)N3CCCCC3)[C@@H]2N1C(=O)C1CC1 (mixture of isomers)	-2.0	·	7	-3	2[16.7 µM]	·	-4
CCOC(=O)N1CCN(C(=O)c2cccn3c(=O)c4c5c(sc4nc23)CCCC5)CC1	1.3	16	-5	-1	·	4	10
CO[C@@H]1CN(C)C(=O)c2ccc(NC(=O)c3ccc4c(c3)OCO4)cc2OC[C@@H](C)N(CC2CC2)C[C@H]1C	1.1	-14	-10	-13	·	-6	-2
COc1ccccc1CN1CCNC(=O)C1CC(=O)NCc1c(C)n[nH]c1C (stereo not drawn)	-1.4	-7	1	0	·	-2	1
OCCN1CCN(c2ncnc3c2ncn3[C@H]2CN(Cc3cccnc3)C[C@@H](CO)O2)CC1	0.6	-15	15	-15	2	17	-5
CCCCn1c(N)c(N(CCOC)C(=O)c2ccco2)c(=O)[nH]c1=O	0.8	-20	0	21	-5	-4	2
COc1ccc(Cl)cc1S(=O)(=O)N1CCCC(C(=O)NCCc2ccccc2)C1 (stereo not drawn)	-2.5	-9	12	-28	0	0	-6
COc1ccccc1NS(=O)(=O)c1cccc(C(=O)N/N=C(\C)c2cccnc2)c1	-1.4	17	8	8	-1	-2	-19
CCS(=O)(=O)Nc1ccc2c(c1)C(=O)N(C)[C@H]1CC[C@@H](CC(=O)N[C@H]3CCN(Cc4ccccc4)C3)O[C@@H]1CO2	·	-14	·	3	·	-8	-6
CCCNC(=O)N1C[C@H]2[C@@H](c3ccccc31)[C@@H](CO)N2C(=O)NCCC	1.5	-23	?	0	-3[16.7 µM]	·	4
CS(=O)(=O)c1ccc(Cl)c(NC(=O)CNC(=O)c2ccc3c(c2)OCO3)c1	-2.6	6	9	16	-6	-6	1
C/C=C/c1ccc([C@H]2[C@@H](CN(C)C(=O)c3ccccn3)N(C(C)=O)[C@H]2CO)cc1	0.3	4	23	-14	7[16.7 µM]	14	3
CCCN(C)C[C@@H]1Oc2cc(/C=C/c3ccccc3)ccc2S(=O)(=O)N([C@H](C)CO)C[C@@H]1C	-2.3	·	11	-6	-9[16.7 µM]	-18	9
O=c1c2ccc([N+](=O)[O-])cc2ncn1CCOc1ccccc1	-0.8	-30	·	14	·	·	-19
O=C(Cn1nnc2ccccc2c1=O)N1CCOCC1	1.1	0	3	2	·	5	-10
Cc1ccc(-c2nn(-c3ccccc3)cc2CN(Cc2ccccc2)C(=O)CCC(=O)O)o1	·	·	·	71	8	14	·
COc1cc(C(=O)OCC(=O)NC(=O)C2CCCCC2)ccc1OC(F)F	-0.2	3	6	13	-4	-1	3
COc1ccc(OCCCC(=O)Nc2ccc3c(c2)OCO3)cc1	·	4	·	·	-4	-1	·
CCC(=O)N1[C@H](CO)[C@@H](c2ccccc2)[C@@H]1CN(CC)C(=O)c1cccc(F)c1	0.1	-5	13	15	-58[16.7 µM]	·	-4
Cc1ccc(OCC(=O)Nc2ccc(S(=O)(=O)Nc3cc(C)nc(C)n3)cc2)c(C)c1	0.0	·	·	34	·	5	-3
C[C@H]1CN([C@@H](C)CO)C(=O)c2c(c3ccccc3n2C)-c2ccccc2CO[C@@H]1CN(C)C(=O)[C@@H]1CCCN1C	2.9	-1	8	13	·	-1	4
COc1cc(/C=N/NC(=O)c2cc(-c3c(C)nn(-c4ccccc4)c3C)n[nH]2)ccc1O	14*	69*	-1	3	47	7	-30
C[C@H]1CN([C@@H](C)CO)C(=O)c2cccc(NC(=O)c3ccncc3)c2O[C@H]1CN(C)CC1CCCCC1	1.4	-17	?	20	24[16.7 µM]	3	0
CCC1(c2ccc(F)cc2)NC(=O)N(CC(=O)N2CCN(S(=O)(=O)c3ccc(C)cc3C)CC2)C1=O (stereo not drawn)	1.8	29	0	-11	2	-2	12
COc1ccc(CNC(=O)CC(NC(N)=O)c2ccccc2Cl)cc1OC (stereo not drawn)	0.7	0	13	21	-1	0	2
COc1ccc(C(N)c2csc(Nc3cc(Oc4ccccc4)ncn3)n2)cc1 (stereo not drawn)	2.1	-3	53*	-17	1	9	19
C[C@@H]1CN([C@H](C)CO)S(=O)(=O)c2ccc(C#Cc3ccc(F)cc3)cc2O[C@H]1CN(C)S(C)(=O)=O	1.5	·	-1	17	-5[16.7 µM]	8	9
CC12CN3CC(C)(CN(C1)C3c1ccc(F)cc1)C2 (stereo not drawn)	0.3	6	-5	·	-1	5	2
Cc1ccc(C)c(NC(=O)CNS(=O)(=O)c2ccccc2)c1	·	·	·	21	-2	-2	·

Compound profiles, from the list above:
Results for O=C(Cn1nnc2ccccc2c1=O)N1CCOCC1 : F508del corr = 1.1; PAX8 inh HTS = 0; DENV2 CPE = 3; GSIS activator = 2; miR122 inh = ·; FN deposition inh = 5; EWS-Fli block = -10
Results for COc1cc(/C=N/NC(=O)c2cc(-c3c(C)nn(-c4ccccc4)c3C)n[nH]2)ccc1O : F508del corr = 14*; PAX8 inh HTS = 69*; DENV2 CPE = -1; GSIS activator = 3; miR122 inh = 47; FN deposition inh = 7; EWS-Fli block = -30

Records listed so far printed as active in F508del corr:
| SMILES | F508del corr | GSIS activator | miR122 inh |
| --- | --- | --- | --- |
| COc1cc(/C=N/NC(=O)c2cc(-c3c(C)nn(-c4ccccc4)c3C)n[nH]2)ccc1O | 14* | 3 | 47 |

(next part)
SMILES	F508del corr	PAX8 inh HTS	DENV2 CPE	GSIS activator	miR122 inh	FN deposition inh	EWS-Fli block
C[C@H](CO)N1C[C@H](C)[C@@H](CN(C)S(=O)(=O)c2ccccc2)Oc2ccc(NS(=O)(=O)c3ccccc3)cc2CC1=O	-5.3	-16	-9	-3	0[16.7 µM]	·	-5
Cc1ccccc1/C=N\NC(=O)c1ccccc1-n1cccc1	0.7	-6	1	·	·	9	1
O=C(COc1ccc(Br)cc1)NNC(=O)Cc1ccc(S(=O)(=O)N2CCOCC2)s1	-2.1	1	-1	-20	-5	·	-9
COC(=O)c1ccc(NC(=O)c2ccccc2C(=O)Nc2ccc(C(=O)OC)cc2)cc1	-1.4	7	-5	·	·	3	5
CC(=O)Nc1ccc(NC(=O)C(C)OC(=O)CC23CC4CC(CC(Br)(C4)C2)C3)cc1 (stereo not drawn)	1.1	6	3	0	13	-4	-7
C[C@H](CO)N1C[C@H](C)[C@H](CN(C)C(=O)Nc2ccc(C(F)(F)F)cc2)Oc2ccc(NC(=O)c3ccncc3)cc2CC1=O	2.1	1	-5	2	5[16.7 µM]	·	-3
Cc1c(C(=O)/C=C/N(C)C)nnn1-c1ccc(Cl)c(Cl)c1	2.8	9	13	14	·	0	-29
O=C(NNc1nc2c(F)cccc2s1)c1ccc(F)cc1	-0.3	1	-3	2	·	-6	4
COc1cc(C(=O)NC2CCN(CC(=O)NC3CCCCC3C)CC2)cc(OC)c1OC (stereo not drawn)	0.1	6	12	2	·	3	-5
COc1ccccc1NC(=O)N[C@@H]1CC[C@H](CCNC(=O)c2ccc3c(c2)OCO3)O[C@H]1CO	-1.5	1	-9	-1	2[16.7 µM]	7	-1

The order is random; overall some 3.9% were active at least once.
